# Screens (PubChem BioAssay)
# All columns: NCI-60 one-dose screen, growth in % after 48 h at 10 µM unless noted; 100 = growth as untreated, 0 = no growth, -100 = all killed.
# OVCAR-4: OVCAR-4 ovarian cancer cells; 3.7% of 80,000 active
# SK-OV-3: SK-OV-3 ovarian cancer cells; 3.2% of 80,000 active
# IGROV1: IGROV1 ovarian cancer; 4.7% of 79,000 active
# A498: A498 renal cancer cells; 5.4% of 76,000 active; AID 1794774
# OVCAR-3: OVCAR-3 ovarian cancer; 7% of 79,000 active; AID 1794787
# OVCAR-5: OVCAR-5 ovarian cancer. 2.9% of 82,000 active
# RXF 393: RXF 393 renal cancer cells; 6.9% of 77,000 active; AID 1794773
# OVCAR-8: OVCAR-8 ovarian cancer; 4.4% of 81,000 active; AID 1794782
# ACHN: ACHN renal cancer; 4.9% of 81,000 active
# The depositor's hits bear a star; / = not tested or not shown; & = joins results of further samples. How the source made its calls: active means growth percent below 10; inactive means the rest.
SMILES,OVCAR-4,SK-OV-3,IGROV1,A498,OVCAR-3,OVCAR-5,RXF 393,OVCAR-8,ACHN
Cc1ccc(-c2nc(C#N)c(S(=O)(=O)n3nc(C)cc3N)o2)cc1,111,108,81,76,54,100,77,87,-38*
CN(C)CC(O)CN1c2ccccc2Sc2ccc(Cl)cc21 (centres undefined),76,97,79,108,/,98,86,102,87
O=C(C[C@]1(O)C(=O)Nc2ccccc21)c1ccc(O)c(O)c1O,101,115,83,107,101,93,91,108,98
COc1cc(/C=C2\C(=O)Nc3ccccc32)ccc1OCc1ccc(F)cc1,103,114,101,89,117,107,/,102,102
COc1ccc(C(=O)C2C(C#N)C(C#N)C3C=Cc4ccccc4N32)cc1 (centres undefined),46,55,23,-9.5*,-12*,31,-22*,28,44
O=C1[C@H]2CCCC[C@H]2C(=O)N1OCc1ccccc1,/,105,100,100,129,106,123,108,101
O=C(NC(Cc1c[nH]c2ccccc12)C(=O)NCc1ccc2c(c1)OCO2)c1cccs1 (centres undefined),96,104,94,126,112,97,122,103,98
Cc1cc(Nc2ccc3c(c2)OCO3)c2cc3c(cc2n1)OCO3,81,16,-37*,-1.7*,-45*,45,7.0*,26,51
COc1ccc(/C=C2/SC(N3CCN(c4ccccc4)CC3)=NC2=O)c(OC)c1OC,86,113,90,82,103,98,111,97,100
O=C(Cc1ccccc1[N+](=O)[O-])NCC(=O)c1ccc2c(c1)OCO2,108,102,95,/,102,110,100,102,98
O=C(NCc1ccco1)Nc1cccc2ccccc12,123,105,111,104,111,113,110,107,105
CCCCCCCC(=O)OCc1cc(=O)c(OC(=O)CCCCCCC)co1,105,105,107,101,111,104,88,100,102
CC(=O)C(C(c1ccccc1)N1CCCc2ccccc21)N1CCOCC1 (centres undefined),83&98,97&102,93&110,95&72,109&112,85&106,116&103,101&102,96&98
Cc1nc2ncccc2nc1Nc1ccc(S(=O)(=O)Nc2ncccn2)cc1,111,102,95,105,/,/,120,94,/
CC1CC(N2CSC(=S)N(C3CC(C)CC(C)(C)C3)C2)CC(C)(C)C1 (centres undefined),101,102,105,107,100,106,142,84,91
CCCCCCN(CCCCCC)CC(O)c1ccc(Cl)c2ccccc12 (centres undefined),97,101,92,86,100,80,89,95,84
CC(C)c1ccc(Cn2nc(Nc3ccccn3)nc2N)cc1,93,108,97,110,103,106,86,104,103
CC(C)c1ccc(C(=O)Nc2sc3c(c2C(N)=O)CCC(=O)C3)cc1,-85*,26,9.7*,62,-36*,8.4*,-7.1*,11,-97*
CSc1nc2nc3c(c(-c4ccc(Cl)cc4)c2c(=O)n1C)CCC/C3=C\c1ccc(Cl)cc1,90,105,102,83,114,111,120,104,88
CCC1(c2ccccc2)C(=O)Nc2ccc(-c3ccccc3)cc21 (centres undefined),89,95,91,81,91,88,96,82,95
COc1ccc(CNC(=O)C2CSC3(C)c4ccccc4C(=O)N23)cc1OC (centres undefined),92,103,105,83,111,111,105,91,97
Cc1ccc(C2CCCCC2)cc1Br,119,97,101,89,104,94,105,98,101
O=C1NCN(CCO)CN1,99,95,115,106,107,101,107,100,104
COc1cc2nc(-c3ccc(Cl)cc3)cc(OCCCN3CCOCC3)c2cc1OC,70,68,36,/,78,43,29,43,41

# Record cards (already shown). Order of screens: OVCAR-4	SK-OV-3	IGROV1	A498	OVCAR-3	OVCAR-5	RXF 393	OVCAR-8	ACHN
# COc1cc2nc(-c3ccc(Cl)cc3)cc(OCCCN3CCOCC3)c2cc1OC across the screens: 70	68	36	/	78	43	29	43	41
# Cc1nc2ncccc2nc1Nc1ccc(S(=O)(=O)Nc2ncccn2)cc1 across the screens: 111	102	95	105	/	/	120	94	/

# (further entries)
SMILES,OVCAR-4,SK-OV-3,IGROV1,A498,OVCAR-3,OVCAR-5,RXF 393,OVCAR-8,ACHN
O=C1N=C(c2c(-c3[nH]c(=O)c4ccc(Cl)cc4c3O)c(O)c3ccccc3c2O)C(=O)c2cc(Cl)ccc21,96,103,100,/,104,110,124,108,107
O=C(O)c1ccccc1C(c1ccccc1)c1ccccc1,104,102,119,111,124,110,110,94,110
COC(=N)CCOC(=O)c1ccccc1,111,104,111,97,114,/,/,97,103
CC1Oc2ccc(C(=O)O)cc2NC1=O (centres undefined),104,99,107,71,107,101,109,103,108
CCn1c(SC/C(=N\O)c2ccccc2)nnc1-c1ccc(OC)c(OC)c1,97,96,106,92,106,107,114,104,103
Ic1ccccc1-c1ccccc1,109,111,117,90,111,114,105,110,109
CCOC(=O)c1sc2nc(-c3ccc(OC)cc3)nc(N3CCOCC3)c2c1C,95,93,92,99,108,94,80,85,94
CCCN(CCC)OS(=O)c1ccc(C(=O)SCC)cc1 (centres undefined),105,98,108,104,108,104,105,98,111
O=C(O)c1ccc(-n2cc(/C=N/NCc3ccccc3)c(-c3cc4ccccc4oc3=O)n2)cc1,95,84,84,99,115,96,109,107,95
C#CCNCCCN1C(=O)c2ccc3c4c(ccc(c24)C1=O)C(=O)N(CCCNCC#C)C3=O,-98*,-43*,-75*,-96*,-28*,-74*,-91*,-31*,-33*
COc1ccc(Nc2nc(/N=C/c3ccc(OC)c(OC)c3)n[nH]2)cc1,108,106,116,109,114,109,102,106,106
O=C(Nc1nc(-c2ccc(Br)cc2)cs1)c1ccc(Cc2n[nH]c(=O)c3cccnc23)cc1,83,87,92,73,94,90,72,90,88
COc1cc2nc(Cl)nc(Nc3cccc(C4=NN(C(C)=O)C(c5ccc6c(c5)OCO6)C4)c3)c2cc1OC (centres undefined),100,105,65,52,89,90,63,74,69
COc1cc2c3c(c4c5cccnc5n(C)c4c2c(OC)c1OC)C(=O)NC3=O,97,97,92,85,106,100,104,92,97
CN(C)C(=O)c1cc(CCCOc2ccc(-c3noc(C(F)(F)F)n3)cc2N)on1,74,/,102,/,99,100,90,90,95
CC(N)C(=O)NC(C(=O)NC1C(O)OC(CO)C(O)C1O)C(C)C (centres undefined),121,97,108,93,107,107,109,97,101
CNCCNC,98,99,116,99,103,102,94,105,104
C=CC(=O)NCc1ccc(Nc2nccc(-c3ccc(N4CCCC4)c(C#N)c3)n2)cc1,16,30,25,54,33,75,-1.9*,31,20
CC1(C)CC[C@]23CC[C@]4(C)[C@H](CC[C@@H]5[C@@]6(C)C/C(=C/c7ccco7)C(=O)C(C)(C)[C@@H]6CC[C@]54C)[C@H]2[C@H]1OC3=O,103,97,110,115,109,115,124,97,107
CS(=O)(=O)Nc1nc2ccccc2[nH]1,102,103,80,88,114,89,90,91,104
CCOC(=O)c1cc(C(=O)c2ccc(Br)cc2)n2ccc(/C=C/c3cc[n+](CC(=O)c4ccc(Br)cc4)cc3)cc12,90,114,69,79,98,98,86,73,105
O=Nc1c(O)ccc2cc(S(=O)(=O)O)ccc12,106,86,91,100,111,95,111,110,95
O=C1/C(=C/c2ccccc2O)C(=S)SN1Cc1ccco1,105,99,93,95,111,102,/,/,106
CC(=O)NC(CCc1ccc(Cl)c(Cl)c1)c1cccc(O)c(=O)c1 (centres undefined),24,13,/,36,20,47,19,14,18
COc1ccc(-c2nc(SCc3nc4ccccc4[nH]3)nc(Nc3ccc([N+](=O)[O-])cc3)c2C#N)cc1,104,116,111,73,108,108,91,99,101
O=C1c2c(c3c4ccccc4n(CCCCCCBr)c3c3[nH]c4ccccc4c23)C(=O)N1O,7.8*,3.0*,-5.7*,-9.6*,15,20,29,0.3*,4.3*
CN(C)C(=O)C1CC=CCC1C(=O)N(C)C (centres undefined),104,98,88,106,103,111,106,102,107
CN1C(=O)C2(Nc3cc(Cl)ccc3S2)c2cc(Cl)ccc21 (centres undefined),70,96,102,73,96,107,106,97,92
O=c1oc(-c2ccccc2)nc2ccccc12,121,118,135,113,111,108,/,107,113
CCCCC(N)(C(=O)O)C1CCCC1 (centres undefined),103,117,110,82,116,98,106,97,97
COC(=O)[C@@H](Cc1c[nH]c2ccccc12)NC[C@@H](O)CN1C(=O)/C(=C\c2cc(OC)c(OC)c(OC)c2)c2ccccc21,63,99,79,70,65,105,72,59,75
C/C(=C1\S/C(=N\O)NC1=O)c1ccc(N)cc1,105,89,100,96,93,93,98,94,99
CCOCCOC(=O)c1ccccc1C(=O)c1ccccc1,106,103,106,106,104,98,111,107,110
Oc1ccc(CCC2CCNCC2)cc1,107,100,106,89,106,115,95,110,110
C#CCOc1ccc(C(Nc2cc(Cl)ccc2Cl)c2nnnn2C2CCCCC2)cc1 (centres undefined),93,100,80,/,96,93,93,91,92
C/C(=N\n1c(N)nc2n[nH]c(N)c2c1=O)c1cccc(N)c1,111,124,104,/,116,114,117,106,109

# 16 structures already listed, sorted by heavy-atom count, rising:
SMILES,OVCAR-4,SK-OV-3,IGROV1,A498,OVCAR-3,OVCAR-5,RXF 393,OVCAR-8,ACHN
CNCCNC,98,99,116,99,103,102,94,105,104
CS(=O)(=O)Nc1nc2ccccc2[nH]1,102,103,80,88,114,89,90,91,104
Oc1ccc(CCC2CCNCC2)cc1,107,100,106,89,106,115,95,110,110
CN(C)C(=O)C1CC=CCC1C(=O)N(C)C (centres undefined),104,98,88,106,103,111,106,102,107
O=c1oc(-c2ccccc2)nc2ccccc12,121,118,135,113,111,108,/,107,113
O=C1/C(=C/c2ccccc2O)C(=S)SN1Cc1ccco1,105,99,93,95,111,102,/,/,106
CCOCCOC(=O)c1ccccc1C(=O)c1ccccc1,106,103,106,106,104,98,111,107,110
CC(=O)NC(CCc1ccc(Cl)c(Cl)c1)c1cccc(O)c(=O)c1 (centres undefined),24,13,/,36,20,47,19,14,18
CN(C)C(=O)c1cc(CCCOc2ccc(-c3noc(C(F)(F)F)n3)cc2N)on1,74,/,102,/,99,100,90,90,95
C#CCOc1ccc(C(Nc2cc(Cl)ccc2Cl)c2nnnn2C2CCCCC2)cc1 (centres undefined),93,100,80,/,96,93,93,91,92
C=CC(=O)NCc1ccc(Nc2nccc(-c3ccc(N4CCCC4)c(C#N)c3)n2)cc1,16,30,25,54,33,75,-1.9*,31,20
O=C1c2c(c3c4ccccc4n(CCCCCCBr)c3c3[nH]c4ccccc4c23)C(=O)N1O,7.8*,3.0*,-5.7*,-9.6*,15,20,29,0.3*,4.3*
COc1ccc(-c2nc(SCc3nc4ccccc4[nH]3)nc(Nc3ccc([N+](=O)[O-])cc3)c2C#N)cc1,104,116,111,73,108,108,91,99,101
CC1(C)CC[C@]23CC[C@]4(C)[C@H](CC[C@@H]5[C@@]6(C)C/C(=C/c7ccco7)C(=O)C(C)(C)[C@@H]6CC[C@]54C)[C@H]2[C@H]1OC3=O,103,97,110,115,109,115,124,97,107
CCOC(=O)c1cc(C(=O)c2ccc(Br)cc2)n2ccc(/C=C/c3cc[n+](CC(=O)c4ccc(Br)cc4)cc3)cc12,90,114,69,79,98,98,86,73,105
COC(=O)[C@@H](Cc1c[nH]c2ccccc12)NC[C@@H](O)CN1C(=O)/C(=C\c2cc(OC)c(OC)c(OC)c2)c2ccccc21,63,99,79,70,65,105,72,59,75

# Next structures follow.
SMILES,OVCAR-4,SK-OV-3,IGROV1,A498,OVCAR-3,OVCAR-5,RXF 393,OVCAR-8,ACHN
Clc1ccc(-c2noc(CCc3nnc(-c4ccccc4)o3)n2)cc1,102,105,103,87,104,106,115,102,102
COc1ccc(C(=O)NCc2ccc(C(=O)O)cc2)cc1Nc1ccnc(C(F)(F)F)c1,112,87,109,110,103,102,100,104,98
CCOC(=O)C(=Cc1cccc(C#N)c1)C(=O)OCC,88,91,60,122,61,60,33,72,24
COc1cc(-c2nc3cc(Cl)c(Cl)cc3[nH]2)ccc1OCC(=O)NN,85,93,87,83,93,98,131,76,73
CC(=O)c1ccc(NC(=O)CN2CCN(c3cc(=O)n(-c4ccccc4)c4ccccc34)CC2)cc1,99,110,94,99,103,101,95,98,100
COc1ccccc1/C=N\N/C(N)=N\N=C\c1ccccc1OC,42,26,12,-66*,-13*,32,/,27,20
Cc1nn(-c2ccc(-c3ccc(OC(F)(F)F)cc3)cc2)c(N)c1C#N,58,83,115,64,90,97,91,77,96
Cc1nc(N)[nH]c(=O)c1CCCCc1ccccc1,100,110,79,91,101,104,122,99,103
O=C1NC(=O)/C(=C/c2ccc(Cl)cc2Cl)N1,97,99,106,/,105,106,120,101,109
CC/C(=C(\c1ccc(Cl)cc1)c1ccc(OCCN2CCCCC2)cc1)c1ccc(O)cc1,37,68,67,87,40,70,-6.9*,63,60

# No enrichment for hits. Share with any hit: about 11%.
